KCNH2 3.1 inh – blocks the human KCNH2 3.1 channel isoform; 340,000 compounds, 0.95% hits; AID 720553; activity change, % (tested at about 1.8 µM); U2OS KCNH2 3.1, thallium flux FluxOr; stronger effect = lower value;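 active = maximum activity change below -70%; inconclusive = maximum activity change from -70% to -50%; inactive = maximum activity change above -50%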;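 also: thallium influx rate constant from kinetic fluorescence after stimulation buffer; % is scaled to controls: 0 for no effect and ±100 for the full control effect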
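Normalized rate constant (relative to positive and negative DMSO controls) derived from a 2 min kinetic fluorescence read after stimulation; U2OS cells expressing the 3.1 isoform via virus at 1.77 x 10^8 /mL.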
VP16 counter – inhibits Gal4-VP16 luciferase reporter, ROR gamma counter-screen | 310,000 compounds, 3.5% hits | AID 2546 | Potency, µM (highest dose often 53.6 µM), without a hit: at the top dose activity, negative = inhibition, usual class: inhibitors | Drosophila S2 Gal4-VP16 UAS-luciferase, luminescence, 20 h;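 also: Gal4-VP16 expression switched on by copper sulfate through the metallothionein promoter; potency is read from the fitted curve at half-maximal effect; % is scaled to controls: 0 for no effect and ±100 for the full control effect; nearly all actives have a fitted effect of over 50% in size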
ELG1 genotox – genotoxicity induction in ELG1-luciferase HEK293T cells | 330,000 compounds, 1.3% hits | HEK293T ELG1-luciferase reporter, luminescence, 16 h | Potency, µM (series often up to 46 µM), for inactives: top-dose activity change, positive = activation, most hits filed as activators; also: potency is read from the fitted curve at half-maximal effect; % of control where 0% means no effect; nearly all actives have a fitted effect of over 60% in size
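HEK293T cells expressing luciferase-tagged ELG1 were treated with compound or DMSO for 16 hr at 37°C. Luciferase activity was then read after 30 min with ONE-Glo at room temperature; rising signal flags genetic stress.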
NPC1 promoter act – NPC1 promoter activation; Huh7 NPC1 promoter luciferase reporter, 24 h; Potency, µM (series often up to 9.22 µM), for inactives: at the highest dose activation, most hits filed as activators; 320,000 compounds, 2.4% hits;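 also: potency is read from the fitted curve at half-maximal effect; % of control where 0% means no effect; nearly all actives have a fitted effect of over 60% in size; reporter is driven by a mutant NPC1 promoter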
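Luminescence read-out of NPC1 promoter-driven luciferase in stably transfected Huh7 cells; compounds delivered in DMSO and left 24 h at 37C, 5% CO2, qHTS titration format.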
Tb PFK block – blocks T. brucei phosphofructokinase. AID 485367. Potency, µM (highest dose often 57.5 µM), for the others: at the top dose activity, negative = inhibition, actives largely listed as inhibitors. 330,000 compounds, 0.17% hits. T. brucei PFK, ADP-Glo luminescence;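 also: potency is read from the fitted curve at half-maximal effect; 0% = uninhibited 1x PFK enzyme wells and -100% = no-enzyme wells; nearly all actives have a fitted effect of over 60% in size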
Target sequence (O15648 whole entry, looked up): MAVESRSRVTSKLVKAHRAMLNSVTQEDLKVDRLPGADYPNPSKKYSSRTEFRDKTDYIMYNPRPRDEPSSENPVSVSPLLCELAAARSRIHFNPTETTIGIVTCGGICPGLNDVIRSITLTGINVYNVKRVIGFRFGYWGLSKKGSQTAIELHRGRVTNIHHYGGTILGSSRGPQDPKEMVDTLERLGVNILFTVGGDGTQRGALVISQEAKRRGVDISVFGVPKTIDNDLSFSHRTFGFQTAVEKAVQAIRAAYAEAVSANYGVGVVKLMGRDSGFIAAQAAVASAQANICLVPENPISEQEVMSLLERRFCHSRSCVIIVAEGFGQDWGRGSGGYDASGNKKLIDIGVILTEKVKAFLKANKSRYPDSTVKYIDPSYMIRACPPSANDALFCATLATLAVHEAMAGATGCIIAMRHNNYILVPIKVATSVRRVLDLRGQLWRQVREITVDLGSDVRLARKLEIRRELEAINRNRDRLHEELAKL
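Compounds were pin-transferred as a titration series up to 57 uM into substrate buffer (0.5 mM F6P, 0.1 mM ATP, pH 8.0), then 1.25 nM PFK was added and reactions ran 45 min before ADP-Glo detection.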
uPA generation – cell surface uPA generation inhibition | Potency, µM (doses to about 38.3 µM), for inactives: at the highest dose activity change, negative = inhibition, hits mostly inhibitors | 330,000 compounds, 0.31% hits | cell surface uPA generation assay, qHTS; active = well fitted inhibition curve with a large enough effect; inconclusive = small, poorly fitted or top-dose-only effect; inactive = no such curve, though single readings can be large or run the other way; tested in mouse RAW 264.7 cells; also: potency is read from the fitted curve at half-maximal effect; % is scaled to controls: 0 for no effect and ±100 for the full control effect; nearly all actives have a fitted effect of over 55% in size
FBPA coupling cs – inhibits coupling enzyme system, counter-screen for aldolase hits; 290,000 compounds, 0.67% hits; AID 2472; coupling enzyme system counterscreen, AmpLite Red fluorescence; activity change, negative = inhibition, % at 58.2 µM, hits read low; in the data active = activity change below about -30%; also: % is scaled to controls: 0 for no effect and ±100 for the full control effect
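First, compound is pin-transferred into glyceraldehyde-3-phosphate coupling-enzyme reagent at 57.5 uM final and held 10 min at RT. Next, substrate, coupling system and AmpLite Red are added. After 20 min RT, fluorescence (525/598 nm) is read.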
Giardia kill – kills Giardia lamblia | Giardia lamblia trophozoite viability | AID 540267 | 340,000 compounds, 0.15% hits | activity change, % at 7.66 µM, hits read low; in the data active = activity change below about -80%; inconclusive = between about -30% and that limit;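 also: parasites exposed to compound for two days anaerobically before the ATP read; % is scaled to controls: 0 for no effect and ±100 for the full control effect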
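Killing of trophozoites was scored by loss of ATP luminescence after a 48 hrs anaerobic exposure to compounds at 37 deg C, using 100 cells per well.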
RORgamma inh – blocks mouse ROR gamma transcriptional activity; 310,000 compounds, 5.4% hits; Potency, µM (highest dose often 53.6 µM), inactives show at the highest dose activity change, negative = inhibition, most hits filed as inhibitors; Drosophila S2 Gal4-RORgamma UAS-luciferase reporter, 20 h; P51450; also: potency is read from the fitted curve at half-maximal effect; % is scaled to controls: 0 for no effect and ±100 for the full control effect; nearly all actives have a fitted effect of over 60% in size
Target sequence (P51450 whole entry, looked up, the tested form may be a part): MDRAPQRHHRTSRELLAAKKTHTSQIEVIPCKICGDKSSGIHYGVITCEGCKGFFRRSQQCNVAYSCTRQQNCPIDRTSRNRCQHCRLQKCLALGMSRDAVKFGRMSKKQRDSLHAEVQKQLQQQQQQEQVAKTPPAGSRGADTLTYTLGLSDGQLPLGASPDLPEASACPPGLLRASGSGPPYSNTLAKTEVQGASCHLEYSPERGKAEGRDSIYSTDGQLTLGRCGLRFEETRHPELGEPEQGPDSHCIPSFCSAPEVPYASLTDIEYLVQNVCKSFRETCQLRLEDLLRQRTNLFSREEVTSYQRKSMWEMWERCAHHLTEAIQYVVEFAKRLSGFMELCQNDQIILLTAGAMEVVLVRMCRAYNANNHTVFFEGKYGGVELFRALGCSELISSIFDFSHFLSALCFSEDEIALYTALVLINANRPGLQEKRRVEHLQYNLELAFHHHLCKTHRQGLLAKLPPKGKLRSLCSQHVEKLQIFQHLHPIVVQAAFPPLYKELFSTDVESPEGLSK
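Using a luciferase readout, inhibitors were identified by reduced reporter activity in Drosophila cells coexpressing a copper-inducible Gal4–ROR gamma fusion and UAS-driven Photinus luciferase, incubated 20 hr after 700 uM copper sulfate.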
Rab9 promoter act – activators of Rab9 promoter | Huh7 Rab9 promoter-luciferase reporter, luminescence, 24 h | Potency, µM (highest dose often 9.22 µM), for inactives: at the top dose activation, negative = inhibition, most hits filed as activators | 320,000 compounds, 2.8% hits | AID 485297; also: potency is read from the fitted curve at half-maximal effect; % of control where 0% means no effect; nearly all actives have a fitted effect of over 60% in size
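Cells were plated at 1500 per well in reduced-serum medium with 10% FBS and left 2 h. Compound in DMSO was then added for 24 h at 37 °C. Reporter signal was read by luminescence after 10 min with luciferase detection reagent.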
FLuc modulator – counter-screen for miR-21 project: firefly luciferase inhibitors or activators; Potency, µM (top dose mostly 57.5 µM), for the others: top-dose activity change, negative = inhibition, most hits filed as inhibitors; purified FLuc, Km substrates, luminescence inhibition; 360,000 compounds, 6.9% hits; AID 588342;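 also: potency is read from the fitted curve at half-maximal effect; plate controls were vehicle for no effect and reference inhibitor for full effect; nearly all actives have a fitted effect of over 55% in size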
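Purified P. pyralis luciferase (10nM final) with 10uM D-luciferin and 10uM ATP (Km levels) in 50mM Tris acetate pH 7.5, 10mM Mg acetate, 0.01% Tween-20, 0.05% BSA; qHTS 6-point titration, ~60 µM downward; luminescence read.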
An asterisk follows results filed as active; [ ] = remark or other dose. Unless noted, calls follow the shape of the dose curve; as a rule, active = well fitted curve in the direction sought with a large enough effect; inconclusive = small, poorly fitted or top-dose-only effect, or another doubt; inactive = no such curve, though single readings can be large; an effect the other way counts as inactive or inconclusive. Not a hit list. Share with any hit: about 14%.

What do the screens show for `COc1ccc(C2(O)CC3CCC(C2)N3c2nc(C)cc(C)c2C#N)cc1` (stereo unspecified)?
KCNH2 3.1 inh: 9; VP16 counter: -2%[0.365 µM]; ELG1 genotox: inconclusive; NPC1 promoter act: 10%; Tb PFK block: 4%; uPA generation: -4%; FBPA coupling cs: -5; Giardia kill: 1; RORgamma inh: -5%; Rab9 promoter act: -2%; FLuc modulator: 6%

Results for Cc1ccccc1NC(=O)c1c2c(nc3ccccc13)CCC2 ?
KCNH2 3.1 inh: 10; VP16 counter: 4%; ELG1 genotox: -3%; NPC1 promoter act: -2%; Tb PFK block: 1%; uPA generation: -7%; FBPA coupling cs: -2; Giardia kill: 6; RORgamma inh: -29%; Rab9 promoter act: -1%; FLuc modulator: 0%

How did CN1C(C(=O)NCc2ccccc2)CC2Cn3c(nc4ccccc43)C21 (stereo unspecified) do in these assays?
KCNH2 3.1 inh: 3; VP16 counter: 6%; ELG1 genotox: 5%; NPC1 promoter act: -19%; Tb PFK block: 3%; uPA generation: 21%; FBPA coupling cs: 3; Giardia kill: 3; RORgamma inh: 2%; Rab9 promoter act: -3%; FLuc modulator: 0%

What do the screens show for `Cn1c2ccccc2c(=O)c2cc(C#Cc3ccc(N)cc3)ccc21`?
KCNH2 3.1 inh: 3; VP16 counter: 12%; ELG1 genotox: 6%; NPC1 promoter act: inconclusive; Tb PFK block: 3%; uPA generation: inconclusive; FBPA coupling cs: -18; Giardia kill: -11; RORgamma inh: 0%; Rab9 promoter act: inconclusive; FLuc modulator: 6µM*

How did COc1cc(/C=N/NC(=O)c2cc(-c3cccs3)nc3ccccc23)ccc1O do in these assays?
KCNH2 3.1 inh: -15; VP16 counter: 17%; ELG1 genotox: -1%; NPC1 promoter act: -2%; Tb PFK block: 1%; uPA generation: inconclusive; FBPA coupling cs: 1; Giardia kill: -23; RORgamma inh: 1%; Rab9 promoter act: -1%; FLuc modulator: 6.7µM*

Results for CCOc1ccc(-c2csc(Cn3c(CN4CCN(C)CC4)nc4ccccc4c3=O)n2)cc1 ?
VP16 counter: -20%; ELG1 genotox: -10%; NPC1 promoter act: 7%; Tb PFK block: 1%; uPA generation: -9%; FBPA coupling cs: -5; Giardia kill: 5; RORgamma inh: inconclusive; Rab9 promoter act: -3%; FLuc modulator: 1%

What do the screens show for `Cc1ccc(-n2c(-c3ccccc3)cc(/C=N/NC(=O)CC#N)c2-c2ccccc2)cc1`?
VP16 counter: 0%; ELG1 genotox: 6%; NPC1 promoter act: -5%; Tb PFK block: -4%; FBPA coupling cs: 1; RORgamma inh: -1%; Rab9 promoter act: -5%; FLuc modulator: -6%

Results for CC(=O)COC(=O)c1ccc2noc(-c3ccccc3)c2c1 ?
KCNH2 3.1 inh: 0; VP16 counter: 7%; ELG1 genotox: 5%; NPC1 promoter act: 30%; Tb PFK block: -18%; uPA generation: -1%; FBPA coupling cs: -5; Giardia kill: 5; RORgamma inh: 11%; Rab9 promoter act: 15%; FLuc modulator: -3%

How did COc1ccc(-n2c(=O)c3c4c(sc3n(CC(=O)NCc3ccco3)c2=O)CCC4)c(OC)c1 do in these assays?
KCNH2 3.1 inh: 10; VP16 counter: -12%; ELG1 genotox: 0%; NPC1 promoter act: 0%; Tb PFK block: 2%; FBPA coupling cs: 3; Giardia kill: -14; RORgamma inh: inconclusive; Rab9 promoter act: -3%; FLuc modulator: 1%

What do the screens show for `Cc1csc(-c2cnn(-c3ccccc3)c2NC(=O)c2ccccc2)n1`?
KCNH2 3.1 inh: 2; VP16 counter: 7%; ELG1 genotox: 0%; NPC1 promoter act: -3%; Tb PFK block: 5%; uPA generation: -3%; FBPA coupling cs: 1; Giardia kill: 3; RORgamma inh: 25%; Rab9 promoter act: 13%; FLuc modulator: -1%

How did O=C(COc1ccc(F)c(Cl)c1)N1CCN(c2ccccn2)CC1 do in these assays?
KCNH2 3.1 inh: 10; VP16 counter: -3%; ELG1 genotox: -1%; NPC1 promoter act: -2%; Tb PFK block: -2%; uPA generation: 5%; Giardia kill: 12; RORgamma inh: 14%; Rab9 promoter act: -3%; FLuc modulator: 3%

How did COc1ccc(N(C)S(=O)(=O)c2cccc(C(=O)NC3CCCC3)c2)cc1 do in these assays?
KCNH2 3.1 inh: 2; VP16 counter: -6%; ELG1 genotox: -11%; NPC1 promoter act: 0%; Tb PFK block: 1%; uPA generation: 5%; FBPA coupling cs: 0; Giardia kill: -1; RORgamma inh: 14%; Rab9 promoter act: 1%; FLuc modulator: 6%

What do the screens show for `CC1(C)Cc2c(cnn2-c2ccc(F)cc2)C(NC(=O)CCN2CCCCO2)C1` (stereo unspecified)?
KCNH2 3.1 inh: 3; VP16 counter: -8%; ELG1 genotox: -1%; NPC1 promoter act: -1%; Tb PFK block: 1%; uPA generation: -16%; FBPA coupling cs: 0; Giardia kill: -6; RORgamma inh: inconclusive; Rab9 promoter act: 9%; FLuc modulator: -8%

What do the screens show for `COc1ccc(OCCSc2nnc(C)n2-c2ccccc2)cc1`?
KCNH2 3.1 inh: 7; VP16 counter: -15%; ELG1 genotox: 0%; NPC1 promoter act: 0%; Tb PFK block: -3%; uPA generation: 4%; FBPA coupling cs: 1; Giardia kill: -22; RORgamma inh: 39%; Rab9 promoter act: -3%; FLuc modulator: -2%

How did CC(=O)c1c(N2CCN(Cc3ccccc3)CC2)nc(=S)n(-c2ccccc2)c1C do in these assays?
KCNH2 3.1 inh: 2; VP16 counter: 4%; ELG1 genotox: -2%; NPC1 promoter act: -17%; Tb PFK block: 1%; uPA generation: inconclusive; FBPA coupling cs: 0; Giardia kill: 5; RORgamma inh: 0%; Rab9 promoter act: 1%; FLuc modulator: 3%

What do the screens show for `O=C(O)C1CCCCC1C(=O)Nc1ccccn1` (stereo unspecified)?
KCNH2 3.1 inh: 1; VP16 counter: -2%; ELG1 genotox: -1%; NPC1 promoter act: 2%; Tb PFK block: 3%; uPA generation: 1%; FBPA coupling cs: 2; Giardia kill: 2; RORgamma inh: -18%; Rab9 promoter act: -8%; FLuc modulator: 7%

Results for CS(=O)(=O)c1ccc(Cl)c(NC(=O)COC(=O)c2ccc(S(=O)(=O)N3CCCC3)cc2)c1 ?
KCNH2 3.1 inh: 4; ELG1 genotox: 0%; Tb PFK block: 0%; uPA generation: 6%; Giardia kill: 1

Results for O=C(Nc1ccc(Cl)cn1)c1ccc([N+](=O)[O-])o1 ?
KCNH2 3.1 inh: 8; VP16 counter: inconclusive; ELG1 genotox: 5%; NPC1 promoter act: -27%; Tb PFK block: 0%; uPA generation: -13%; FBPA coupling cs: -5; Giardia kill: inconclusive; RORgamma inh: inconclusive; Rab9 promoter act: -48%[inhibitor]; FLuc modulator: -21%

What do the screens show for `Cc1nc(CNS(=O)(=O)c2ccc(Oc3ccccc3)cc2)cs1`?
KCNH2 3.1 inh: -3; VP16 counter: inconclusive; ELG1 genotox: inconclusive; NPC1 promoter act: -8%; Tb PFK block: -1%; uPA generation: -10%; FBPA coupling cs: 3; Giardia kill: 5; RORgamma inh: -4%; Rab9 promoter act: -27%; FLuc modulator: -2%

What do the screens show for `O=C(COc1ccc2ccccc2c1Br)N1CCCC1`?
KCNH2 3.1 inh: 7; VP16 counter: -15%; ELG1 genotox: inconclusive; NPC1 promoter act: 19%; Tb PFK block: 0%; uPA generation: 2%; Giardia kill: -1; RORgamma inh: 9%; Rab9 promoter act: inconclusive; FLuc modulator: inconclusive

How did COc1ccccc1CNC(=O)c1ccc(NS(=O)(=O)c2c(C)noc2C)cc1 do in these assays?
KCNH2 3.1 inh: 3; VP16 counter: 0%; ELG1 genotox: 0%; NPC1 promoter act: -4%; Tb PFK block: 1%; uPA generation: 1%; FBPA coupling cs: 5; Giardia kill: -7; RORgamma inh: 5%; Rab9 promoter act: -4%; FLuc modulator: 2%

How did Cc1ccc(C)c(NC(=O)CN(C)C(=O)c2cc3ccccc3o2)c1 do in these assays?
KCNH2 3.1 inh: 5; VP16 counter: -14%; ELG1 genotox: -5%; NPC1 promoter act: 7%; Tb PFK block: 3%; uPA generation: 6%; FBPA coupling cs: 1; Giardia kill: 3; RORgamma inh: 38%; Rab9 promoter act: -1%; FLuc modulator: -8%

What do the screens show for `COc1ccc(NC(=O)C2CCCN2S(=O)(=O)c2ccc(F)cc2)cc1` (stereo unspecified)?
KCNH2 3.1 inh: 10; VP16 counter: 0%; ELG1 genotox: -3%; NPC1 promoter act: 1%; Tb PFK block: 4%; uPA generation: 3%; FBPA coupling cs: -2; Giardia kill: 5; RORgamma inh: 6%; Rab9 promoter act: -12%; FLuc modulator: 2%

Screens as filed in PubChem.
